HT1080NT lethal = kills 2HG-producing HT-1080-NT fibrosarcoma cells. AID 686970. hit rate 1.6% among 360,000. Potency, µM (highest dose often 46.1 µM), for the others: at the top dose activity, negative = less viability, usual class: cytotoxic. HT-1080-NT fibrosarcoma viability, CellTiter-Glo ATP luminescence, 48 h;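 also: NT is the 2HG producing partner of a matched IDH1 knockdown line; potency is read from the fitted curve at half-maximal effect; 0% = DMSO-treated cells and -100% = media-only wells without cells; nearly all actives have a fitted effect of over 55% in size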
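HT-1080-NT fibrosarcoma cells (2HG-overproducing), 750 cells/well in RPMI with 5% FBS, dosed after 2 h and incubated 48 h at 37C. CellTiter-Glo luminescence normalized to DMSO and no-cell wells; concentration-response curves fitted and classed.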
IL-1B inflam inh = inflammasome signaling inhibition, IL-1 beta readout. THP-1 LPS/ATP IL-1B secretion, AlphaLISA, 16 h; active compounds read low. activity change, % at 57.5 µM. hit rate 4.7% among 360,000. AID 743279; in the data active = activity change below about -50%; inconclusive = mostly about -30% to -49%; also: % is scaled to controls: 0 for no effect and ±100 for the full control effect
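Secreted IL-1B measured by AlphaLISA bead assay after 16 h compound exposure of THP-1 cells; compounds (final up to 57.5 uM) added 1 h before LPS (250 ng/mL) and ATP (1.25 mM) stimulation; lower signal means less secretion.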
HT1080 IDH1KD tx = toxicity to HT-1080 IDH1 knockdown cells (counter line); HT-1080 IDH1 knockdown viability, ATP luminescence, 48 h; Potency, µM (highest dose often 46.1 µM), inactives show top-dose activity, negative = toxicity, hits mostly cytotoxic; hit rate 2% among 360,000;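 also: potency is read from the fitted curve at half-maximal effect; 0% = DMSO wells and -100% = cell-free medium wells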
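Knockdown cells (IDH1KD HT-1080) received compounds 2 h after plating at 750 cells/well and were kept 48 h at 37 °C in 5% FBS RPMI. A CellTiter-Glo luminescence read gave % activity for curve fitting.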
MCF10A rerep = inducers of DNA re-replication in MCF 10A breast cells; Potency, µM (series often up to 46.1 µM), without a hit: at the top dose activity, positive = re-replication, hits mostly activators; MCF 10A DNA re-replication, Hoechst nuclear intensity, 48 h; hit rate 2.9% among 350,000; also: potency is read from the fitted curve at half-maximal effect; % of control where 0% means no effect; nearly all actives have a fitted effect of over 50% in size
KB-3-1 cytotox = KB-3-1 parental cell cytotoxicity; KB-3-1 viability, CellTiter-Glo ATP luminescence, 72 h; Potency, µM (highest dose often 46.1 µM), for inactives: top-dose activity change, negative = cytotoxic, usual class: cytotoxic; hit rate 1.4% among 400,000; AID 1347075; also: potency is read from the fitted curve at half-maximal effect; % is scaled to controls: 0 for no effect and ±100 for the full control effect; nearly all actives have a fitted effect of over 60% in size
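Parental KB-3-1 adenocarcinoma cells in phenol-red-free DMEM with 10% FBS were pin-treated with compounds at several concentrations, incubated 72 h at 37 °C, and viability read by CellTiter-Glo luminescence; concentration-effect curves were fitted after normalization.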
KB-V1 cytotox = kills drug-selected multidrug resistant KB-V1 cells; KB-V1 MDR cells viability, CellTiter-Glo, 72 h; Potency, µM (titrated, usually from 46.1 µM), for the others: top-dose activity change, negative = cytotoxicity, most hits filed as cytotoxic; hit rate 3.4% among 400,000; also: potency is read from the fitted curve at half-maximal effect; % is scaled to controls: 0 for no effect and ±100 for the full control effect; nearly all actives have a fitted effect of over 60% in size
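In this primary screen, KB-V1 cells overexpressing P-gp are incubated with library compounds (lowest to highest concentration) for 72 h at 37 degrees C before a luminescent ATP viability read.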
WRN inhibitor = WRN helicase (human) inhibition | Q14191 | WRN helicase unwinding, fluorescent forked duplex, kinetic | Potency, µM (doses to about 114 µM), without a hit: at the highest dose activity change, negative = inhibition, usual class: inhibitors | hit rate 0.46% among 360,000 | AID 651768; also: potency is read from the fitted curve at half-maximal effect; % is scaled to controls: 0 for no effect and ±100 for the full control effect; nearly all actives have a fitted effect of over 55% in size
Target sequence (Q14191 whole entry, looked up): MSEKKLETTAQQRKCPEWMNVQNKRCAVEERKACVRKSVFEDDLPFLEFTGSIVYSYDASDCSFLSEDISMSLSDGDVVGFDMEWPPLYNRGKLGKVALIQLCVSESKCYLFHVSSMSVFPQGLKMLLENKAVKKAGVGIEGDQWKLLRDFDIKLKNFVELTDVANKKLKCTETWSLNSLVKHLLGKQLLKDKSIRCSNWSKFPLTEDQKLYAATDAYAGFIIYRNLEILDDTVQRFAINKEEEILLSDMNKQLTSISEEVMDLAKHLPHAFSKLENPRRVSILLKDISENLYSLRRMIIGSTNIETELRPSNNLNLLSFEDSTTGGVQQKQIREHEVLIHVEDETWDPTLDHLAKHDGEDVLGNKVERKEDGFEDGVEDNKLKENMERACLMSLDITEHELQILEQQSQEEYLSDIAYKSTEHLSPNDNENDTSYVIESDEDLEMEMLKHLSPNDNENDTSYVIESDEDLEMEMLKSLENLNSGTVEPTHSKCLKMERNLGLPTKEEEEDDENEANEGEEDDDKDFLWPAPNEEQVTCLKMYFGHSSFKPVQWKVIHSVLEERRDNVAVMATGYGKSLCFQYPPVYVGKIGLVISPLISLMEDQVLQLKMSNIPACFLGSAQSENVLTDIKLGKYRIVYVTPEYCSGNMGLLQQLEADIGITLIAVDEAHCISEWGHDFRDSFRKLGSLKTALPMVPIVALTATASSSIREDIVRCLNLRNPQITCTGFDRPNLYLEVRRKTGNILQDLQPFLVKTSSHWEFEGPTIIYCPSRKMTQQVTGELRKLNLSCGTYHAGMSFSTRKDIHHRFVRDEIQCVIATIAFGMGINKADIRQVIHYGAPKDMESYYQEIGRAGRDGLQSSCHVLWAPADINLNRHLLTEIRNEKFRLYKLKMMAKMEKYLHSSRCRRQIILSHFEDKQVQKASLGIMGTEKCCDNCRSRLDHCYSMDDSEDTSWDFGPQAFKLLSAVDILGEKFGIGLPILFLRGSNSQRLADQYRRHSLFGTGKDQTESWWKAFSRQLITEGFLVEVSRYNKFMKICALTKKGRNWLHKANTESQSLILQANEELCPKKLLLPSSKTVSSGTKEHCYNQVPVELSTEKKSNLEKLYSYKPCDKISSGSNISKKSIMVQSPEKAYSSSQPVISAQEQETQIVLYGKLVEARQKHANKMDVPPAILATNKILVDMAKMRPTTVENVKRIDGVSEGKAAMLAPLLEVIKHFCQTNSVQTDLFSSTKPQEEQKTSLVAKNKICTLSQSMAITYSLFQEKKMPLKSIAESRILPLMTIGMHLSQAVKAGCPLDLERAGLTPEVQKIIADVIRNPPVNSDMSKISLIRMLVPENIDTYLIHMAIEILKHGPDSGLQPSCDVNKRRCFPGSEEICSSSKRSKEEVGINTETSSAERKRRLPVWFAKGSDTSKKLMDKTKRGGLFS
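Screening of the MLSMR collection measured strand separation of a quenched forked DNA duplex (100 nM) by 20 nM WRN with 2 mM ATP, all final. Compounds were preincubated with enzyme 15 min at room temperature.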
SW480 rerep = DNA re-replication induction in SW480 cells | Potency, µM (titrated, usually from 46.1 µM), inactives show at the highest dose re-replication activation, most hits filed as activators | SW480 DNA re-replication, Hoechst DNA content imaging, 48 h | hit rate 1.8% among 340,000; also: potency is read from the fitted curve at half-maximal effect; % of control where 0% means no effect; nearly all actives have a fitted effect of over 55% in size
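Image-based DNA-content assay: after two days of treatment, nuclei were labelled with the DNA dye Hoechst and imaged, and hits were compounds raising the count of nuclei showing high fluorescence intensity.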
ATXN2 expr inh = reduces ATXN2 reporter expression in HEK-293 cells; HEK-293 ATXN2-luciferase reporter, luminescence, 24 h; Potency, µM (highest dose often 57 µM), without a hit: top-dose activity change, negative = inhibition, actives largely listed as inhibitors; hit rate 0.72% among 360,000; also: potency is read from the fitted curve at half-maximal effect; % is scaled to controls: 0 for no effect and ±100 for the full control effect; nearly all actives have a fitted effect of over 55% in size
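qHTS (up to 57 uM final) was run with 24 h compound exposure of reporter cells at 37 °C. Each well was multiplexed: SteadyGlo luminescence measured ATXN2-luciferase expression after a fluorogenic Gly-Phe-AFC viability readout (25 uM final).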
* marks the source's active call; other numbers are inactive results; u = inconclusive; x = no result given; & = joins results of further samples; [ ] = remark or other dose. Unless noted, calls follow the shape of the dose curve; as a rule, active = well fitted curve in the direction sought with a large enough effect; inconclusive = small, poorly fitted or top-dose-only effect, or another doubt; inactive = no such curve, though single readings can be large; an effect the other way counts as inactive or inconclusive.

SMILES | HT1080NT lethal | IL-1B inflam inh | HT1080 IDH1KD tx | MCF10A rerep | KB-3-1 cytotox | KB-V1 cytotox | WRN inhibitor | SW480 rerep | ATXN2 expr inh
COCCCNC(=O)CC(NS(=O)(=O)c1ccc(F)cc1)c1ccc(OC)cc1 (centres undefined) | 0% | 28 | -23% | -9% | 12% | -6% | 1% | -5% | 4%
CC(C)(C)CCN1CCC(CN2CCNC(=O)C2=O)CC1 | 7% | 16 | 12% | 0% | u | 15% | 1% | -8% | 2%
O=C(Nc1ccc2c(c1)OCO2)c1cccc(F)c1 | 6% | -23 | 2% | 4% | -25% | -3% | 7% | 4%[9.22 µM] | 37%[activator]
Cc1cccc(-n2ccnc2SCC(=O)Nc2nnc(C)s2)c1 | -6% | -11 | u | 16% | 0% | 1% | -4% | u | -15%
CCOc1ccc(CNC(=O)C2CCCN(S(C)(=O)=O)C2)cc1OC (centres undefined) | -2% | 22 | 10% | -2% | 0% | -4% | -2% | -1% | 1%
O=c1c(-c2ccc([N+](=O)[O-])cc2)coc2c(O)c(O)ccc12 | -37% | 180 | u | 7% | -27% | u | 22µM* | 13µM* | -38%
O=C(O)c1ccc(NC(=O)C2CCN(S(=O)(=O)c3ccc4c(c3)OCCO4)CC2)cc1 | 4% | 3 | 1% | x | -1% | 19% | 2% | x | x
Cc1nn(CC(=O)N/N=C/c2ccc(F)cc2)c(C)c1[N+](=O)[O-] | 14% | 19 | 0% | u | 7% | 18% | -4% | 21% | -6%
FC(F)(F)c1cc(CCN2C(=S)NC[C@@H]2Cc2ccccc2)cc(C(F)(F)F)c1 | u | -11 | u | u | u | u | -11% | u | u
O=C(CCOc1ccc(F)cc1)Nc1nccs1 | 8% | -1 | 6% | 1% | -4% | 10% | 0% | 2% | 7%
Nc1ncnc2c1ncn2[C@@H]1O[C@H](CNC(=O)[C@@H](N)Cc2ccccc2)[C@@H](O)[C@H]1O | 3% | 44 | 6% | 2% | 0% | 0% | -4% | 10% | 1%
Cc1ccsc1/C=N/N1CCN(Cc2ccccc2)CC1 | 18% | -16 | -14% | 9% | 23% | -18% | -34% | -15% | -6%[11.3 µM]
O=C(O)CCCC(=O)NNc1ncnc2ccccc12 | 8% | 0 | 6% | 1% | -2% | -6% | -13% | -1% | 10%
CCOC(=O)c1ccc(N2CCN(C(=O)c3ccccc3)CC2)c(NC(=O)c2ccco2)c1 | -2% | 8 | -4% | 2% | 1% | 11% | -4% | -8% | -12%
O=C(NNC(=S)Nc1ccc(F)cc1)C1[C@H]2CCCC[C@@H]12 (some centres undefined) | -6% | 1 | -3% | 11% | -3% | -9% | -5% | -5% | 29%
O=C(c1[nH]c(C(F)(F)F)nc1-c1ccccc1)N1CCN(c2ncccn2)CC1 | -29% | -1 | u | x | u | u | -5% | x | -13%
COc1ccc(S(=O)(=O)N2CCC(C(=O)N[C@@H](C)C(=O)NCc3ccco3)CC2)cc1 | 3% | -5 | 5% | x | 6% | 3% | 5% | x | x
O=C(CCS(=O)(=O)c1ccccc1Cl)NCCC1=CCCCC1 | 9% | -7 | 15% | 4% | 0% | -1% | -4% | 0% | 26%
CCCC(=O)N1CCN(c2ccc([N+](=O)[O-])cc2Cl)CC1 | 1% | -2 | 1% | -4% | -1% | -3% | 0% | -3% | -7%
Cc1cc(O)c(C(=O)c2ccccc2C(=O)O)cc1C | 7% | 11 | 13% | 4% | -1% | 0% | -3% | -2% | 3%
O=C(Oc1cccc(NC2=NS(=O)(=O)c3ccccc32)c1)c1ccncc1 | -1% | -9 | 2% | 1% | -2% | 30% | -6% | 1% | x
COc1ccc(/C=N/N2CCN(C)CC2)cc1OC | 6% | 18 | 3% | 14% | 12% | 26% | -5% | -6% | 3%
CSc1ccccc1NC(=O)c1cc(S(=O)(=O)N(C)C)ccc1N1CCCC1 | 4% | -13 | -2% | 10% | 2% | -18% | -29% | 1% | -5%
CCOCc1cnc(C)nc1NCC(=O)c1c(C)n(C)c2ccc(OC)cc12 | 6% | 11 | 7% | 1% | 7% | u | -7% | -8% | 9%
COc1ccc(S(=O)(=O)N2CCC(C(=O)NCCc3ccc(OC)c(OC)c3)CC2)cc1 | 0% | -15 | -10% | x | -2% | -28% | 4% | x | x
(continued)
SMILES | HT1080NT lethal | IL-1B inflam inh | HT1080 IDH1KD tx | MCF10A rerep | KB-3-1 cytotox | KB-V1 cytotox | WRN inhibitor | SW480 rerep | ATXN2 expr inh
COc1cc(S(=O)(=O)N(C)Cc2ccc3c(c2)OCCO3)ccc1NC(C)=O | -4%[9.24 µM] | -12 | -1% | 0% | -24% | -7% | -1% | 4% | -12%
CCSc1ncc(Cl)c(C(=O)Nc2cc(C)ccc2C)n1 | 5% | 0 | 6% | u | 2%&-8% | -12%&-6% | 0% | -14% | -2%&8%
Cc1ccc2oc(C(=O)NCCCN3CCOCC3)c(C)c2c1 | 0% | 10 | 7% | u | x | x | -32% | -5% | 33%[activator]
O=C(Cc1cccs1)N(CC1CCCO1)C1(C(=O)NC2CCCCC2)CCCCC1 (centres undefined) | -22% | 5 | -7% | 1% | -15% | u | -14% | -6% | -30%
COc1ccc(OCC(=O)Nc2cc(NC(=O)COc3ccc(OC)cc3)cc(C(=O)O)c2)cc1 | 13% | 9 | 19% | 1% | 1% | 10% | -4% | 2% | x
CCOC(=O)CSc1nnc2cc(C)c3ccccc3n12 | 26% | 0 | u | 6% | 10% | u | 7% | -2% | 6%
O=C(N/C(=C\c1ccccc1)C(=O)N1CCOCC1)c1ccc(Br)o1 | -1% | 22 | 11% | -20% | u | -11% | 14% | -6% | 8%
CCC(C)(C)C1CCc2[nH]nc(C(=O)N/N=C(\C)c3ccco3)c2C1 (centres undefined) | u | -87* | u | u | -15% | -2% | -4% | 26% | -33%
Cc1cc(S(=O)(=O)NCCc2ccccc2)ccc1-n1cnnn1 | 0% | 21 | 0% | 0% | -12% | -1% | 0%[57.1 µM] | 3% | -7%
COc1cccc(C2C(C#N)=C(N)OC(C(C)(C)C)=C2C#N)c1 (centres undefined) | u | -15 | u | 9% | -10% | 17% | -11% | -1% | 3%
COc1ccccc1NS(=O)(=O)c1cccc(NC(=O)Nc2cccc(Cl)c2)c1 | -6% | -65* | u | u | u | 0% | -8% | u | 0%
O=C1CCCC2=C1C(c1ccc(O)c(O)c1)Nc1ccc3ccccc3c12 (centres undefined) | u | -12 | u | 21% | 3% | u | -20% | 26% | 20%
C=CCc1ccc(OCC(O)CN2CCN(Cc3ccc(Cl)cc3)CC2)c(OC)c1 (centres undefined) | 21µM* | u | 21µM* | u | 23µM* | u | -13% | u | -16%
O=C(NNc1nc2ccc(Cl)cc2s1)c1cc(-c2cccs2)nc2ccccc12 | u | 174 | u | 18µM* | u | u | -3% | u | 32µM*
COC(=O)c1cc(C)sc1NC(=O)CSc1ncccn1 | 1% | -1 | 7% | -12% | 4% | -3% | 6% | -26% | -1%
CCN(CC)CCNC(=O)c1ccc(NC(=O)c2cc(S(=O)(=O)N3CCCCC3)ccc2C)cc1 | 11% | -2 | 4% | 4% | 3% | 9% | 11% | -7% | 1%
COc1ccc(-c2cc(=O)oc3cc(OCC(=O)N(C)C)ccc23)cc1 | -8% | 6 | 4% | u | -4% | -1% | 7% | u | -13%
O=C(CSc1nnc(CNc2cccc(C(F)(F)F)c2)n1Cc1ccco1)NCc1ccco1 | 2% | 9 | -23% | 29%[9.22 µM] | 1% | 6% | -8% | -6% | 5%
CC[n+]1c(C)cc2c(sc3ccccc32)c1C | 5.2µM* | 6 | u | 19% | 2.6µM* | -19% | 9% | -7% | -34%
CCOC(=O)CN(C#N)c1nc(C)cc(C)n1 | 11% | 22 | 6% | 0% | 8% | 1% | -2% | 2% | 166%[activator]
O=C(CC1N=C(Cc2ccccc2)NNC1=O)N/N=C/c1ccc([N+](=O)[O-])cc1 (centres undefined) | -5% | 1 | -2% | 0% | 16% | 5% | -5% | -4% | -15%

In the list so far, these have an aryl thioether with sulfur outside any ring.
SMILES | HT1080NT lethal | IL-1B inflam inh | HT1080 IDH1KD tx | MCF10A rerep | KB-3-1 cytotox | KB-V1 cytotox | WRN inhibitor | SW480 rerep | ATXN2 expr inh
Cc1cccc(-n2ccnc2SCC(=O)Nc2nnc(C)s2)c1 | -6% | -11 | u | 16% | 0% | 1% | -4% | u | -15%
CSc1ccccc1NC(=O)c1cc(S(=O)(=O)N(C)C)ccc1N1CCCC1 | 4% | -13 | -2% | 10% | 2% | -18% | -29% | 1% | -5%
CCSc1ncc(Cl)c(C(=O)Nc2cc(C)ccc2C)n1 | 5% | 0 | 6% | u | 2%&-8% | -12%&-6% | 0% | -14% | -2%&8%
CCOC(=O)CSc1nnc2cc(C)c3ccccc3n12 | 26% | 0 | u | 6% | 10% | u | 7% | -2% | 6%
COC(=O)c1cc(C)sc1NC(=O)CSc1ncccn1 | 1% | -1 | 7% | -12% | 4% | -3% | 6% | -26% | -1%
O=C(CSc1nnc(CNc2cccc(C(F)(F)F)c2)n1Cc1ccco1)NCc1ccco1 | 2% | 9 | -23% | 29%[9.22 µM] | 1% | 6% | -8% | -6% | 5%

Screening results from PubChem.
